# CIT2-GFP yeast: modulators of CIT2-GFP expression in yeast, primary screen, S. cerevisiae, GFP fusion, multiplex flow cytometry, MLPCN library; S. cerevisiae CIT2-GFP strain, 3 h; 100 means same as DMSO wells; GFP response vs DMSO, % at 10 µM; 320,000 compounds, 0.065% hits; AID 2029, 2009;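 active = GFP response relative to DMSO above a set limit, near the screen mean plus 3 SD, cut at about 150% in these data; inconclusive = Fewer than 70 cells measured for a yeast strain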;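 note: ratio of well median GFP fluorescence to mean of DMSO wells on the plate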
# RPL19A TOR yeast: RPL19A-GFP expression modulators in yeast, primary screen, cell-based, S. cerevisiae, multiplex flow cytometry, MLPCN; 330,000 compounds, 0.3% hits; AID 2025, 2009; S. cerevisiae RPL19A-GFP strain, 3 h; stronger effect = lower value; percent response vs DMSO, % at 10 µM;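 active = percent response vs DMSO below 50%; inconclusive = fewer than 70 events counted for the yeast strain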;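 note: median channel GFP fluorescence of the barcoded RPL19A-GFP strain; ratio of sample median GFP to plate DMSO average so 100% = DMSO; lower means less RPL19A-GFP as with rapamycin TOR inhibition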
# AGP1-GFP MLPCN: modulators of AGP1-GFP expression in yeast TOR pathway, primary screen, cell-based, multiplex flow cytometry, S. cerevisiae, MLPCN library; 320,000 compounds, 0.02% hits; GFP response vs DMSO, % at 10 µM; 3 h; GFP as percent of DMSO wells;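 active = GFP response relative to DMSO above a set limit, near screen average plus 3 SD, cut at about 150% in these data; inconclusive = fewer than 70 cells counted for the yeast strain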;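 note: median GFP channel fluorescence of the gated AGP1 strain per well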
# AHR act: AHR activators, primary screen, cell-based, luminescence, luciferase reporter, human; Aryl hydrocarbon receptor (Homo sapiens), P35869; AHR-responsive luciferase reporter cells; activation, % at 5 µM; 320,000 compounds, 2.5% hits; AID 2796, 2010; in the data active = activation above about 47%;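 note: 0% = vehicle wells and 100% = reference agonist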
# procasp7 counter: procaspase-7 activators, primary screen, counter-screen for procaspase-3 activator project, biochemical, absorbance, HTS, human | Caspase-7 (Homo sapiens), P55210 | recombinant procaspase-7, Ac-DEVD-pNA absorbance 405 nm; D23A/D198A/D206A triple mutant, cannot self-cleave; scale: DMSO 0, 5 µM enzyme 100 | activation, % at 8.5 µM | 330,000 compounds, 0.093% hits;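 active = percent activation above the screen-wide mean plus 3 SD, cut at about 25% in these data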
# Target sequence (P55210 whole entry D23A/D198A/D206A): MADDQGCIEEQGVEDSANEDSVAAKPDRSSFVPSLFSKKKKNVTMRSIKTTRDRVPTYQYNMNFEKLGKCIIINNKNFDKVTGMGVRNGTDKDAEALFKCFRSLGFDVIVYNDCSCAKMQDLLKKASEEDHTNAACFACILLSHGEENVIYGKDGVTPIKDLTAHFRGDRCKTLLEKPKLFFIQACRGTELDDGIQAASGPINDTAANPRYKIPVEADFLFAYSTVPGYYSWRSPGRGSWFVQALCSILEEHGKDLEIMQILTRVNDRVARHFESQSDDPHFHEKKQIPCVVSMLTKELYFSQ
#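 Assay system: Uncleavable procaspase-7 mutant enzyme / Input: 2 µM procaspase-7 mutant as dispensed / Dosing: single nominal 8.5 µM compound dose, 0.8% DMSO final / Timing: 1 h enzyme–compound preincubation and 2 h substrate reaction, both 25 °C / Detection: p-Nitroaniline absorbance at 405 nm, read at 0 and 120 min / Replication: singlicate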
# proCasp3 act: activators of human procaspase-3 D3A mutant, primary screen, biochemical, absorbance, PC-3 D3A mutant, single concentration | Caspase-3 (Homo sapiens), P42574 | recombinant procaspase-3 D3A, Ac-DEVD-pNA absorbance 405 nm | activation, % at 8.5 µM | 330,000 compounds, 0.11% hits | AID 463141, 2010;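 active = activation above the mean of all tested compounds plus 3 SD, cut at about 21% in these data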;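 note: 0% = DMSO alone and 100% = DMSO wells spiked with extra 5 µM PC-3 D3A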
# Target sequence (P42574 whole entry D9A/D28A/D175A): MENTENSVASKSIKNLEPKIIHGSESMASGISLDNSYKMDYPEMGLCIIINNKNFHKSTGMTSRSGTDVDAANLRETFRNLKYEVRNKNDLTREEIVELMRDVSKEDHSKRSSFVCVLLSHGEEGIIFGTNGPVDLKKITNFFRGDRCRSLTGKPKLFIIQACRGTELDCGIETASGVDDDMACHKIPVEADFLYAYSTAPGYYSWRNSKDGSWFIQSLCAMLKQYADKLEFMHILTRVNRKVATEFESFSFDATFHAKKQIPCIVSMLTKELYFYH
#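 System: Procaspase-3 D3A mutant. Medium: Zinc-free 300 mM NaCl, 50 mM HEPES, 0.01% Triton X-100. Schedule: 1 h preincubation plus 2 h reaction at 25 °C. Measured by: 405 nm absorbance of p-nitroaniline, reads at 0 and 120 min. Read-out: percent activation relative to control range.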
# LAP4-GFP MLPCN: modulators of LAP4-GFP expression in yeast, primary screen, S. cerevisiae, multiplex flow cytometry, MLPCN library | 3 h; median GFP as percent of DMSO wells | GFP response vs DMSO, % at 10 µM | 320,000 compounds, 0.34% hits | AID 2023, 2009;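 active = GFP response vs DMSO above a set limit, about the screen mean plus 3 SD, cut at about 150% in these data; inconclusive = under 70 cell events counted for the yeast strain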
# MEP2 TOR yeast: modulators of MEP2-GFP levels in yeast, primary screen, S. cerevisiae, multiplex flow cytometry, MLPCN library; 330,000 compounds, 0.51% hits; S. cerevisiae MEP2-GFP strain, 3 h; 100% = DMSO control level; GFP response vs DMSO, % at 10 µM;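 active = GFP response versus DMSO above a set limit, roughly screen mean plus 3 SD, cut at about 180% in these data; inconclusive = fewer than 70 cells counted for a yeast strain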;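 note: median GFP fluorescence of the barcode-gated MEP2-GFP cells per well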
# The depositor's hits bear a star; ? = inconclusive; . = no result given; [ ] = remark or other dose.
SMILES,CIT2-GFP yeast,RPL19A TOR yeast,AGP1-GFP MLPCN,AHR act,procasp7 counter,proCasp3 act,LAP4-GFP MLPCN,MEP2 TOR yeast
CCOC(=O)N1CCN(C(c2ccc(F)cc2)c2sc3nc(C)nn3c2O)CC1 (configuration not stated),90,92,97,0,10,0,98,99
Cc1ccc(S(=O)(=O)NC(C(=O)N2CCOCCOCCOCC2)c2ccccc2)cc1 (configuration not stated),.,86,88,-4,3,4,89,95
CCC(=O)c1cc(F)ccc1OCC(=O)N1CCN(c2ccc(F)cc2)CC1,101,102,97,7,3,4,94,105
C=CCNC(=O)CSc1nc2cc(C(=O)OCC)ccc2n1CC,99,102,98,3,-4,8,96,102
O=C(O)CCCC(=O)NCCCCc1ccccc1,99,98,97,4,1,9,95,97
O=C(COc1ccc(Cl)cc1Cl)Nc1ccccn1,103,102,101,-2,4,-6,111,113
NC(=O)C1CCN(c2nc(-c3ccc(F)cc3)cs2)CC1,98,95,82,-3,-5,7,91,95
COCC1=C(C(=O)OC(C)OC(=O)OC(C)C)N2C(=O)[C@@H](NC(=O)/C(=N\OC)c3csc(N)n3)[C@H]2SC1 (some centres not stated),89,98,87,-1,-4,0,103,96
O=C1[C@@H]2Cc3c([nH]c4ccccc34)CN2C(=O)CN1CCCCCO,109,110,109,1,0,1,101,105
Cc1ccccc1N(Cc1cc(=O)[nH]c2ccccc12)C(=O)C(C)C,101,102,101,10,0,-3,98,100
CCOc1ccc(S(=O)(=O)N(C)c2ccc(OCC(=O)Nc3nc(-c4cc(OC)ccc4OC)cs3)cc2)cc1,102,103,100,13,3,5,103,99
O=C(N/N=C/c1cccc([N+](=O)[O-])c1O)c1cccs1,116,106,100,38,-2,-6,105,112
Cc1ccc(-n2nnnc2SC(C(=O)c2c[nH]c3ccccc23)c2ccccc2)cc1 (configuration not stated),104,105,104,4,17,4,92,103
O=[N+]([O-])c1ccc(/C=C/c2ccc3cccc(O)c3n2)cc1,91,100,84,9,-2,3,99,95
CCCCOCCCNC(=O)N[C@@H](CC(C)C)C(=O)O,96,94,96,-3,12,-1,93,97
C=CCC[C@@H](Cc1ccc(F)cc1)C(=O)OCCNC(=O)[C@@H](CC=C)CC(=O)N[C@@H](CO)Cc1ccccc1,96,93,92,-1,12,2,87,95
CCOc1ccc2oc(C(=O)NCC3CCCO3)c(C)c2c1 (configuration not stated),102[may fluoresce green],99[may fluoresce green],102[may fluoresce green],25,2,-6,102[may fluoresce green],104[may fluoresce green]
Cc1[nH]c2ccccc2c1CN1CCC(CO)(Cc2ccccc2)CC1,?,42*[may fluoresce violet],14[may fluoresce violet],1,4,14,68[may fluoresce violet],133[may fluoresce violet]
CCOC(=O)c1cnn2c(C)cc(-c3ccc(F)cc3)nc12,95,104,100,1,-4,2,113,100
O=C(N/N=C/c1ccc2c(c1)OCO2)c1cc(-c2ccc(F)cc2)nc2ccccc12,112,100,107,9,3,-11,92,102
Cc1cc(CN2CCOCC2)c(O)c(C2(C)CCCCC2)c1,93,94,96,1,1,4,94,99
CSCCC(C(=O)OCC(=O)c1ccc(C)c(C)c1)N1C(=O)c2cc(Cl)c(Cl)cc2C1=O (configuration not stated),101,95,99,0,8,-1,97,95
CN(Cc1ccccc1)S(=O)(=O)c1ccc(NC(=O)C2CCCCC2C(=O)O)cc1 (configuration not stated),102,111,104,-2,5,2,104,105
O=C(c1cccn(Cc2cccc(Cl)c2)c1=O)N1CCOCC1,106,98,97,-3,2,-2,98,100

# The final five compounds of the section above are carried over, then new ones follow.
SMILES,CIT2-GFP yeast,RPL19A TOR yeast,AGP1-GFP MLPCN,AHR act,procasp7 counter,proCasp3 act,LAP4-GFP MLPCN,MEP2 TOR yeast
O=C(N/N=C/c1ccc2c(c1)OCO2)c1cc(-c2ccc(F)cc2)nc2ccccc12,112,100,107,9,3,-11,92,102
Cc1cc(CN2CCOCC2)c(O)c(C2(C)CCCCC2)c1,93,94,96,1,1,4,94,99
CSCCC(C(=O)OCC(=O)c1ccc(C)c(C)c1)N1C(=O)c2cc(Cl)c(Cl)cc2C1=O (configuration not stated),101,95,99,0,8,-1,97,95
CN(Cc1ccccc1)S(=O)(=O)c1ccc(NC(=O)C2CCCCC2C(=O)O)cc1 (configuration not stated),102,111,104,-2,5,2,104,105
O=C(c1cccn(Cc2cccc(Cl)c2)c1=O)N1CCOCC1,106,98,97,-3,2,-2,98,100
COc1ccc(CCN(Cc2cc3cc(C)cc(C)c3nc2Cl)C(=O)C2CC2)cc1,102,99,97,2,4,4,106,108
N#Cc1cccc(S(=O)(=O)NCC(=O)OCC(=O)NCc2ccccc2)c1,114,102,102,-1,8,4,101,109
COc1cccc2sc(=NC(=O)CS(=O)(=O)c3ccc(F)cc3)n(C)c12,92,96,93,0,15,-2,103,108
O=C(CSc1ccc2nnc(CCNC(=O)c3ccccc3)n2n1)NCCc1ccccc1,98,100,100,5,-2,4,82,95
COc1ccccc1N1CCN(C(=O)CCc2ccccc2)CC1,100,99,93,8,12,1,87,102
O=C(CN1CCN(c2ccccn2)CC1)Nc1cccc(Br)c1,96,103,93,4,-17,-5,95,84
COC(=O)c1ccc(C(=O)OC)c(NC(=O)CSc2n[nH]c(N)n2)c1,98,101,107,0,1,2,108,103
N#CCCN(/N=C/c1cccnc1)C1=NS(=O)(=O)c2ccccc21,99,98,100,17,6,-7,95,98
O=C(CSc1nc2ccccc2o1)Nc1ccccc1N1CCCCCC1,87,115,108,2,1,0,96,105
CCCOCC(O)CC(Cc1ccccc1)C(=O)NN (configuration not stated),103,99,110,4,3,5,104,93
Nc1nncn1C(=O)CCc1ccccc1,106,104,103,3,5,8,105,108
Cc1ccc(C)c(C2C(=O)c3ccccc3C2=O)c1,78,104,86,3,-7,-4,111,107
CCCC(=O)Nc1ccc2nn(-c3ccc(OC)cc3)nc2c1,93,97,95,18,3,2,108,110
CC(=O)NCCCNS(=O)(=O)c1ccc(C)cc1,91,96,95,0,3,8,113,94
CC(Sc1ccccc1)C(=O)NCC1COc2ccccc2O1 (configuration not stated),95,102,100,3,-2,-13,101,100
Cc1nnc(NC2(C(F)(F)F)C(=O)Nc3c2c(=O)n(C)c(=O)n3C)s1 (configuration not stated),101,98,105,-3,-11,-7,99,104
O=C(c1ccccc1)N1CCCC(C(=O)N2CCN(c3ccccc3)CC2)C1 (configuration not stated),110,67,49,-1,2,1,110,170
COCCNC(=O)Cn1ccc2cc(S(=O)(=O)N3CCCCCC3)ccc21,99,98,100,0,3,5,95,103
O=C(O)CCSCC(=O)Nc1c(C(=O)C2CC2)oc2ccccc12,105,102,106,-2,0,-2,102,105
COc1cc(/C=C/C(=O)OCC(=O)NCCCc2ccccc2)ccc1O,102,101,105,1,3,3,104,102
CN(CC(=O)NCc1cccnc1)S(=O)(=O)c1ccc(F)cc1,103,102,106,2,2,4,106,104
C=CCSc1nnc(NC(=O)CCN2C(=O)C3CC=CCC3C2=O)s1 (configuration not stated),97,96,99,0,2,-4,101,109
COc1cccc(NC(=S)NCc2ccco2)c1,106,113,103,5,-15,12,96,115
Cc1ccc(S(=O)(=O)NCC(=O)N2CCc3ccccc3C2)cc1,97,100,95,-2,9,-8,91,99
COc1ccc(S(=O)(=O)Nc2cc(S(=O)(=O)N3CCOCC3)ccc2OC)cc1,94,99,99,-1,-1,-2,100,100
FC(F)(F)c1ccc(Cl)c(N/N=C/c2ccc(N3CCOCC3)s2)c1,92,100,94,16,-18,-1,95,93
O=C(CSc1nccn1Cc1ccco1)Nc1ccccc1,100,99,96,-1,-8,0,96,98
CC1CCN(S(=O)(=O)N2CCCC(C(=O)NCc3ccc(F)cc3)C2)CC1 (configuration not stated),101,63,18,1,12,2,91,147
CN(C)C(=O)NC1C=CS(=O)(=O)C1 (configuration not stated),105,102,104,1,5,-8,107,102
CN1c2ccccc2C(C)(C)C12CC(c1ccc(Cl)c(S(=O)(=O)N3CCCC3)c1)=NO2 (configuration not stated),106,102,104,0,1,5,93,104
O=C(N1CCCC1)C12CCC3CC(CC(C3)C1)C2,96,97,97,1,1,8,96,103
CC(=O)Nc1cc[n+](CC(=O)c2cccc([N+](=O)[O-])c2)cc1,100,100,101,-4,2,-5,87,99
CC(NC(=O)CNC(=O)C1O[C@@H]2OC(C)(C)O[C@@H]2[C@H]2OC(C)(C)O[C@@H]12)C(=O)O (some centres not stated),109,104,104,-1,1,7,90,103
NC(=S)N/N=C/c1ccccc1[N+](=O)[O-],92,88,84,0,2,-8,83,91
O=C(c1ccc(OC2CCN(C(=O)C3CC3)CC2)cc1)N(CCO)Cc1ccccc1,101,100,103,0,3,6,110,101
Cn1cc(C(=O)N2CCCCCC2)c(=O)c2cc(S(=O)(=O)N3CCCCC3)ccc21,98,101,100,1,3,6,94,104
CC(=O)Nc1nc(SCc2ccc(Cl)cc2Cl)n[nH]1,84,94,102,-3,-5,0,77,91
Cc1ccccc1NC(=O)c1ccccc1NC(=O)c1ccccc1F,92,100,94,.,.,.,83,106
C=CCN1CC(C(=O)N2CCC(Cc3ccc(Cl)cc3)(C(=O)OCC)CC2)CC1=O (configuration not stated),109,98,111,4,4,13,104,99
CNC(=S)N/N=C(\C)c1ccc(C)c(C)c1,97,94,88,3,-2,1,99,99
NNC(=O)c1ccc(N2CCCCCC2)c([N+](=O)[O-])c1,103,102,100,7,-7,-4,98,107
CNC(=O)c1c(NC(=O)CCS(=O)(=O)c2ccc(C)cc2)sc(C)c1C,103,99,104,0,-1,-3,97,103
Cc1cc(NC(=O)c2cc3n(n2)C(C(F)(F)F)CC(c2ccc(Cl)c(Cl)c2)N3)no1 (configuration not stated),106,101,106,4,-2,2,99,100
c1cc(CNc2ccc3c(c2)OCO3)ccn1,78,88,107,35,-27,-26,111,126
COC(=O)c1ccc(Nc2cc(C)nc3ccccc23)cc1,91,102,100,19,5,-5,102,101
O=C(NC1CCCCC1)c1ccc(COc2ccccc2)o1,96,95,93,4,-9,2,92,113
COc1ccccc1N(C)S(=O)(=O)c1ccc(C(=O)Nc2cccc(Br)c2)cc1,92,101,100,0,11,-6,92,97
Cc1[nH]c2ccccc2c1CCNC(=O)c1ccc2c(c1[N+](=O)[O-])C(=O)c1ccccc1C2=O,106,108,102,0,15,-5,110,105
COc1ccc(CC(NC(C)=O)C(=O)N2CCN(C(=O)Nc3cccc(F)c3)CC2)cc1OC (configuration not stated),104,105,103,-1,1,3,88,104

# Screening results deposited in PubChem by several laboratories.
